BRCA1 expr act = qHTS Assay to Identify Small Molecule Activators of BRCA1 Expression | MCF7-BRCA1-FFLuc reporter, luminescence, 48 h; response scale: scaled: vehicle 0%, 10 µM genistein 100% | Potency, µM (top dose mostly 46.1 µM), inactives show at the highest dose activation, hits mostly activators | 1.1% of 380,000 active; note: nearly all actives have a fitted effect of over 80% in size; some results filed as inactive show a strong effect at the top dose
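MCF7-BRCA1-FFLuc, 2000 cells/well; 2 h attach, 37 °C/5% CO2; compound 48 h; luciferase substrate 15 min; luminescence end-point. Norm. to genistein 10 microM max activation and DMSO; concentration-response curves fitted.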
VP16 counter = VP16 counterscreen qHTS for inhibitors of ROR gamma transcriptional activity | Drosophila S2 Gal4-VP16 UAS-luciferase, luminescence, 20 h | 3.5% of 310,000 active | Potency, µM (titrated, usually from 53.6 µM), for the others: at the top dose activity, negative = inhibition, hits mostly inhibitors;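 note: Gal4-VP16 expression switched on by copper sulfate through the metallothionein promoter; % is set by controls: 0 for no effect and ±100 for the full control effect; nearly all actives have a fitted effect of over 50% in size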
Rab9 prom act = qHTS Assay for Rab9 Promoter Activators; Huh7 Rab9 promoter-luciferase reporter, luminescence, 24 h; Potency, µM (doses to about 9.22 µM), inactives show top-dose activation, negative = inhibition, hits mostly activators; 2.8% of 320,000 active; note: % of control where 0% means no effect; nearly all actives have a fitted effect of over 60% in size
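Stable Rab9-luc Huh7, 1500 cells/well, 2 h settle; cmpd in DMSO, 24 h, 37 °C/5% CO2; luciferase reagent 10 min RT; luminescence.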
FLuc modulator = qHTS profiling assay for firefly luciferase inhibitor/activator using purifed enzyme and Km concentrations of substrates (counterscreen for miR-21 project); AID 588342, 2011; purified FLuc, Km substrates, luminescence inhibition; Potency, µM (titrated, usually from 57.5 µM), inactives show at the highest dose activity change, negative = inhibition, most hits filed as inhibitors; 6.9% of 360,000 active; Luciferin 4-monooxygenase (Photinus pyralis), P08659;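 note: plate controls were vehicle for no effect and reference inhibitor for full effect; nearly all actives have a fitted effect of over 55% in size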
Target sequence (P08659 whole entry, looked up): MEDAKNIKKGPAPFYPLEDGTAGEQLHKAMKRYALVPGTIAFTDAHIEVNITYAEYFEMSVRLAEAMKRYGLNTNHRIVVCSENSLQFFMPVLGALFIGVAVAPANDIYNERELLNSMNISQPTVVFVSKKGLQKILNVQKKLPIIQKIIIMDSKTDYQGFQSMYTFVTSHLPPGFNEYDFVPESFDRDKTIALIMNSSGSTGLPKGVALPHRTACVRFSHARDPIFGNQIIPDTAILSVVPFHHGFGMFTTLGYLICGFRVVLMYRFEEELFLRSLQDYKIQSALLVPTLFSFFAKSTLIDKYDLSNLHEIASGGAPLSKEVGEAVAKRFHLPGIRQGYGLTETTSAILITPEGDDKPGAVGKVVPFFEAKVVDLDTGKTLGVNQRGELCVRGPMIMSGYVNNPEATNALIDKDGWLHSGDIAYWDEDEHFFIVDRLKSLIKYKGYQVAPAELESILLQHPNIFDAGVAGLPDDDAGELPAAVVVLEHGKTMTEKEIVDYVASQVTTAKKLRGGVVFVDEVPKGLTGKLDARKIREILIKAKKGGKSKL
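Purified P. pyralis luciferase, 10 nM final, with Km-level 10 uM D-luciferin and 10 uM ATP in 50 mM Tris acetate pH 7.5, 10 mM Mg acetate, 0.01% Tween-20, 0.05% BSA; 6-point qHTS titration about 60 µM downward; luminescence read.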
MBNL1 CUG block = qHTS Assay for Inhibitors of MBNL1-poly(CUG) RNA binding | Muscleblind-like protein 1 (Homo sapiens), Q9NR56 | TR-FRET MBNL1-His/biotin-(CUG)12 binding, 665/545 ratio | Potency, µM (series often up to 57.5 µM), inactives show at the highest dose activity change, negative = inhibition, usual class: inhibitors | 0.036% of 280,000 active | AID 2675, 2010; active = well fitted inhibition curve with a large enough effect in the signal ratio, with a control signal flat, not every such curve was filed as active; inconclusive = small, poorly fitted or top-dose-only effect, or effect the other way, or a change in a side signal; inactive = no such curve, though single readings can be large or run the other way; the % refers to the signal ratio; note: % is set by controls: 0 for no effect and ±100 for the full control effect
Target sequence (Q9NR56 whole entry, looked up): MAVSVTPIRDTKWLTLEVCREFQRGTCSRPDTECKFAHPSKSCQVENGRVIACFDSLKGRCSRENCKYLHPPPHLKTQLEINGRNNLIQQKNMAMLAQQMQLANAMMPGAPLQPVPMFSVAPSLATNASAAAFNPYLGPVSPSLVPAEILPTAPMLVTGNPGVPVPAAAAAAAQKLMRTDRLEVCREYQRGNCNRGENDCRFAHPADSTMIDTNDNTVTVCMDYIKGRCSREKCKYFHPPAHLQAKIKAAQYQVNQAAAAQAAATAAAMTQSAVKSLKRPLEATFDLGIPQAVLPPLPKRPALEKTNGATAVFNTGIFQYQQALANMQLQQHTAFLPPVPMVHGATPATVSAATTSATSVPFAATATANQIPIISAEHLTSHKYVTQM
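Ratiometric TR-FRET (665 over 545 nm, excitation 340 nm) tracks disruption of MBNL1-His/biotin-(CUG)12 complex after 60 min at room temperature, with compounds at 92 nM to 58 uM final.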
NPC1 prom act = qHTS Assay for NPC1 Promoter Activators. Huh7 NPC1 promoter luciferase reporter, 24 h. AID 485313, 2010. Potency, µM (doses to about 9.22 µM), for the others: top-dose activation, actives largely listed as activators. 2.4% of 320,000 active;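 note: % of control where 0% means no effect; nearly all actives have a fitted effect of over 60% in size; reporter is driven by a mutant NPC1 promoter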
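Quantitative HTS used a cell-based reporter: Huh7 cells stably bearing the NPC1 promoter upstream of luciferase were treated with compounds for 24 h, and promoter activation was read as luminescence.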
uPA surface inh = qHTS for Inhibitors of Cell Surface uPA Generation; cell surface uPA generation assay, qHTS; Potency, µM (titrated, usually from 38.3 µM), without a hit: at the highest dose activity change, negative = inhibition, hits mostly inhibitors; 0.31% of 330,000 active; AID 540303, 2011; active = well fitted inhibition curve with a large enough effect; inconclusive = small, poorly fitted or top-dose-only effect; inactive = no such curve, though single readings can be large or run the other way; tested in mouse RAW 264.7 cells; note: % is set by controls: 0 for no effect and ±100 for the full control effect; nearly all actives have a fitted effect of over 55% in size
RORgamma inh = qHTS for inhibitors of ROR gamma transcriptional activity | 5.4% of 310,000 active | Drosophila S2 Gal4-RORgamma UAS-luciferase reporter, 20 h | Potency, µM (series often up to 53.6 µM), for inactives: top-dose activity change, negative = inhibition, usual class: inhibitors | Nuclear receptor ROR-gamma (Mus musculus), P51450; note: % is set by controls: 0 for no effect and ±100 for the full control effect; nearly all actives have a fitted effect of over 60% in size
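Luminescence from a UAS-regulated Photinus luciferase reporter in stably transfected Drosophila Schneider cells is measured; decreased signal marks ROR gamma inhibition. Fusion expression is induced by 700 uM copper sulfate for 20 hr.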
ELG1 genotoxic = qHTS screen for small molecules that induce genotoxicity in human embryonic kidney (HEK293T) cells expressing luciferase-tagged ELG1 | HEK293T ELG1-luciferase reporter, luminescence, 16 h | 1.3% of 330,000 active | Potency, µM (top dose mostly 46 µM), without a hit: at the highest dose activity change, positive = activation, usual class: activators | AID 504466, 2011; note: % of control where 0% means no effect; nearly all actives have a fitted effect of over 60% in size
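Luminescence read-out: rising ELG1-luciferase signal, reflecting elevated ELG1 protein under genetic stress, flags genotoxic compounds. Cells were treated for 16 hr at 37 °C before ONE-Glo detection.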
MLL CXXC-DNA inh = qHTS Fluorescence Polarization Assay for Inhibitors of MLL CXXC domain - DNA interaction. Histone-lysine N-methyltransferase 2A (Homo sapiens), Q03164. 0.037% of 290,000 active. Potency, µM (top dose mostly 115 µM), inactives show top-dose activity change, negative = inhibition, actives largely listed as inhibitors. AID 2662, 2010. MLL-CXXC / FITC-HOXA9 DNA fluorescence polarization; active = well fitted inhibition curve with a large enough effect in the polarisation, with a control signal flat, not every such curve was filed as active; inconclusive = small, poorly fitted or top-dose-only effect, or effect the other way, or a change in a side signal; inactive = no such curve, though single readings can be large or run the other way; the % refers to the polarisation
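Steps: dispense CXXC domain solution (7 uM) → pin compounds or unlabeled HOX-A9 DNA control → 5 min ambient → add FLSN-HOX-A9 solution (50 nM) → spin → 30 min ambient → fluorescence polarization. Tris pH 7.5/NaCl/DTT/BSA buffer.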
p53 reactivator = qHTS assay for re-activators of p53 using a Luc reporter; H1299 p53-A138V BP100-luciferase reporter, luminescence, 24 h; Potency, µM (highest dose often 92.2 µM), for inactives: top-dose activity change, positive = activation, actives largely listed as activators; 0.063% of 320,000 active; AID 504706, 2011; note: % of control where 0% means no effect; nearly all actives have a fitted effect of over 45% in size
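p53-null H1299 cells stably carrying temperature-sensitive p53-A138V and a BP100-luciferase reporter were pinned with compounds (4-point, 1:5 series) and held 24 hrs at 37 deg C. Luminescence was read 10 min after detection reagent.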
* hit, by the source's call; & = joins results of further samples; [ ] = remark or other dose. Unless noted, calls come from the whole dose curve; as a rule, active = well fitted curve in the direction sought with a large enough effect; inconclusive = small, poorly fitted or top-dose-only effect, or another doubt; inactive = no such curve, though single readings can be large; an effect the other way counts as inactive or inconclusive. Potency is the fitted concentration of half-maximal effect. A portion of the library, so the mix of outcomes need not match the whole.

Results for O=S(=O)(Nc1ccc2nc(N3CCOCC3)sc2c1)c1ccc(Cl)cc1 ?
BRCA1 expr act: 28%; Rab9 prom act: 16%; FLuc modulator: -23%; NPC1 prom act: 9%; uPA surface inh: 7%; ELG1 genotoxic: -2%; p53 reactivator: 14%

Results for COc1ccc2c(c1)c1nnc(SC)nc1n2C ?
BRCA1 expr act: -55%; VP16 counter: 1%; Rab9 prom act: 2%; FLuc modulator: inconclusive; MBNL1 CUG block: 17%; NPC1 prom act: 2%; uPA surface inh: -1%; RORgamma inh: 13%[10 µM]; ELG1 genotoxic: 20%; MLL CXXC-DNA inh: 1%; p53 reactivator: 1%

How did COc1cc(S(=O)(=O)Nc2cccnc2)ccc1Cl do in these assays?
BRCA1 expr act: -5%; VP16 counter: -3%; Rab9 prom act: 0%; FLuc modulator: -1%; MBNL1 CUG block: -11%; NPC1 prom act: -4%; uPA surface inh: -24%; RORgamma inh: inconclusive; ELG1 genotoxic: -4%; MLL CXXC-DNA inh: 9%

Results for CCN(CC)S(=O)(=O)c1ccc(N2CCOCC2)c(NC(=O)c2cccc3ccccc23)c1 ?
BRCA1 expr act: -34%; VP16 counter: 3%; Rab9 prom act: -5%; FLuc modulator: 0%; NPC1 prom act: -6%; uPA surface inh: -14%; RORgamma inh: 12%; ELG1 genotoxic: -5%; MLL CXXC-DNA inh: 1%; p53 reactivator: -4%

Results for COc1ccc(N2CCN(C(=O)CN3C(=O)c4ccccc4S3(=O)=O)CC2)cc1 ?
BRCA1 expr act: -10%; VP16 counter: -6%; Rab9 prom act: 0%; FLuc modulator: 3%; MBNL1 CUG block: -1%; NPC1 prom act: -2%; uPA surface inh: -3%; RORgamma inh: 10%; ELG1 genotoxic: -3%; MLL CXXC-DNA inh: -5%; p53 reactivator: -4%

Results for COc1ccc(NC(=O)Cn2nnc(C(=O)Nc3ccc(F)c(Cl)c3)c2N)cc1OC ?
BRCA1 expr act: -20%; VP16 counter: -10%; Rab9 prom act: -2%; FLuc modulator: 2%&-5%; MBNL1 CUG block: -24%; NPC1 prom act: -4%; uPA surface inh: 12%; RORgamma inh: -27%; ELG1 genotoxic: inconclusive; MLL CXXC-DNA inh: 1%; p53 reactivator: 2%

What do the screens show for `O=C(NCc1cccc(F)c1)C1CCC(=O)N(CCCN2CCOCC2)C1` (configuration not stated)?
BRCA1 expr act: 4%; VP16 counter: -5%; Rab9 prom act: -6%; FLuc modulator: 1%; MBNL1 CUG block: 3%; NPC1 prom act: -4%; uPA surface inh: 0%; RORgamma inh: -32%; ELG1 genotoxic: 7%; MLL CXXC-DNA inh: -7%; p53 reactivator: 8%

Results for CCN1CCC2(CCN(C(=O)c3cc(COc4cc(C)ccc4C)on3)C2)C1 (configuration not stated) ?
BRCA1 expr act: -3%; VP16 counter: -13%; Rab9 prom act: -2%; FLuc modulator: 0%; MBNL1 CUG block: -5%; NPC1 prom act: -7%; uPA surface inh: -7%; RORgamma inh: 8%; ELG1 genotoxic: 0%; MLL CXXC-DNA inh: -11%; p53 reactivator: 2%

Results for CCN1C(=O)C2CCCCN2c2ccc(C(=O)NCCOC)cc21 (configuration not stated) ?
BRCA1 expr act: -31%; VP16 counter: 2%; Rab9 prom act: -2%; FLuc modulator: 5%; MBNL1 CUG block: 7%; NPC1 prom act: -6%; uPA surface inh: 2%; RORgamma inh: -16%; ELG1 genotoxic: inconclusive; MLL CXXC-DNA inh: 15%; p53 reactivator: -9%

How did COc1ccc(C(C(=O)Nc2ccc(F)cc2)N(C(=O)Cn2nnc3ccccc32)C2CC2)cc1 (configuration not stated) do in these assays?
BRCA1 expr act: -3%; VP16 counter: -24%; Rab9 prom act: -3%; FLuc modulator: 4%; MBNL1 CUG block: -8%; NPC1 prom act: -4%; uPA surface inh: 2%; RORgamma inh: 35%; ELG1 genotoxic: -1%; MLL CXXC-DNA inh: 1%; p53 reactivator: -5%

Results for CCOC(=O)c1cc(-c2ccc(Cl)s2)[nH]n1 ?
BRCA1 expr act: 2%; VP16 counter: -10%; Rab9 prom act: -3%; FLuc modulator: inconclusive; NPC1 prom act: 2%; uPA surface inh: 4%; RORgamma inh: -2%; ELG1 genotoxic: -3%; MLL CXXC-DNA inh: -7%; p53 reactivator: 11%

Results for c1cn2cc(CSC3CCCCC3)nc2s1 ?
BRCA1 expr act: inconclusive; VP16 counter: inconclusive; Rab9 prom act: 4µM*; FLuc modulator: 12µM*; MBNL1 CUG block: -5%; NPC1 prom act: 3.2µM*; uPA surface inh: 5%; RORgamma inh: inconclusive; ELG1 genotoxic: 2.3µM*; MLL CXXC-DNA inh: -3%; p53 reactivator: inconclusive

What do the screens show for `CCCn1c(SCC(=O)NC)nc2sc3c(c2c1=O)CCC3`?
BRCA1 expr act: -23%; VP16 counter: 16%; Rab9 prom act: 9%; FLuc modulator: 1%; MBNL1 CUG block: 5%; NPC1 prom act: -6%; uPA surface inh: -2%; RORgamma inh: 3%; ELG1 genotoxic: inconclusive; MLL CXXC-DNA inh: 9%; p53 reactivator: -4%

What do the screens show for `CN(C)c1ccc(/C=C/c2nc3ccccc3c(=O)n2-c2ccc(C(=O)O)cc2)cc1`?
BRCA1 expr act: -14%; VP16 counter: 6%; Rab9 prom act: -4%; FLuc modulator: -14%; MBNL1 CUG block: inconclusive; NPC1 prom act: -1%; uPA surface inh: -6%; RORgamma inh: 13%; ELG1 genotoxic: -3%; MLL CXXC-DNA inh: inconclusive; p53 reactivator: -5%

What do the screens show for `Cc1ccc(NC(=O)CCC(=O)NNC(=O)c2cccc([N+](=O)[O-])c2)cc1C`?
BRCA1 expr act: 3%; VP16 counter: -6%; Rab9 prom act: -3%; FLuc modulator: 2%; MBNL1 CUG block: 11%; NPC1 prom act: -4%; uPA surface inh: 4%; RORgamma inh: 5%; ELG1 genotoxic: 0%; MLL CXXC-DNA inh: 14%; p53 reactivator: 0%

What do the screens show for `C=CCn1c(SCC(=O)N2CCCCC2)nc(O)cc1=O`?
BRCA1 expr act: 4%; VP16 counter: 16%; Rab9 prom act: -4%; FLuc modulator: 2%; MBNL1 CUG block: -10%; NPC1 prom act: 2%; uPA surface inh: -2%; RORgamma inh: 11%; ELG1 genotoxic: -2%; MLL CXXC-DNA inh: 25%; p53 reactivator: 2%

How did COc1ccc(NS(=O)(=O)c2ccc(NC(=S)NC(=O)c3ccc(Br)cc3)cc2)nn1 do in these assays?
BRCA1 expr act: -3%; VP16 counter: inconclusive; Rab9 prom act: 2%; FLuc modulator: -11%; MBNL1 CUG block: -12%; NPC1 prom act: 0%; uPA surface inh: 4%; RORgamma inh: 12%; ELG1 genotoxic: -1%; MLL CXXC-DNA inh: -10%; p53 reactivator: -8%

How did COC(=O)C1C(c2ccc(OC)c(OC)c2)NC(c2ccc(OC)c(OC)c2)C(C(=O)OC)S1(=O)=O (configuration not stated) do in these assays?
BRCA1 expr act: 27%; VP16 counter: inconclusive; Rab9 prom act: -2%; FLuc modulator: 5%; MBNL1 CUG block: inconclusive; NPC1 prom act: -2%; uPA surface inh: -8%; RORgamma inh: inconclusive; ELG1 genotoxic: 10%; MLL CXXC-DNA inh: 14%; p53 reactivator: -7%

What do the screens show for `CCN(CC)CCN1C(=O)C(O)=C(C(=O)c2cc3ccccc3o2)C1c1cccnc1` (configuration not stated)?
BRCA1 expr act: 3%; VP16 counter: -2%; Rab9 prom act: -4%; FLuc modulator: -1%; MBNL1 CUG block: 67%[activator]; NPC1 prom act: 0%; uPA surface inh: 1%; RORgamma inh: -22%[10 µM]; ELG1 genotoxic: 1%; MLL CXXC-DNA inh: 1%; p53 reactivator: -2%

Bioassay records deposited in PubChem BioAssay by National Center for Advancing Translational Sciences (NCATS).
